Bioassay records (PubChem)
TDP43 rescue: inhibitors of TDP-43 toxicity in yeast. Potency, µM (highest dose often 46.1 µM), without a hit: at the top dose growth rescue (activation), usual class: activators. TDP-43 expressing yeast growth rescue, BacTiter-Glo, 24 h. 410,000 compounds, 1.8% hits; further: potency means the concentration at half of the fitted maximal effect; % of control where 0% means no effect; nearly all actives have a fitted effect of over 50% in size
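In this qHTS, compounds that restore growth of yeast expressing TDP-43 appear as activators. Cells (OD600=0.02, galactose medium, raffinose-pregrown) are incubated with compound 24 hr at 30 deg C and growth is quantified by BacTiter-Glo.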
FUS yeast rescue: FUS proteinopathy suppression in yeast. S. cerevisiae FUS-expressing, growth rescue, OD600, 24 h. Potency, µM (highest dose often 76.6 µM), for the others: at the top dose growth rescue (activation), actives largely listed as activators. 390,000 compounds, 0.24% hits;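 further: potency means the concentration at half of the fitted maximal effect; plate controls were DMSO vehicle for no effect and reference control for full effect; nearly all actives have a fitted effect of over 55% in size; some results filed as inactive show a strong effect at the top dose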
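Compound concentration series was pinned onto galactose-induced FUS-expressing yeast seeded at OD 0.005. Plates sat 24hr at 30C; absorbance at 600 nm gave growth. DMSO served as background control.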
aSyn yeast inh: rescues yeast growth from alpha-synuclein toxicity. 370,000 compounds, 0.14% hits. Potency, µM (series often up to 46.1 µM), without a hit: at the top dose growth rescue (activation), most hits filed as activators. Yeast expressing alpha-synuclein, growth rescue, BacTiter-Glo, 24 h; further: potency means the concentration at half of the fitted maximal effect; % of control where 0% means no effect; nearly all actives have a fitted effect of over 65% in size
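Screening used galactose-induced yeast with toxic alpha-synuclein levels, exposed to compound for 24 hr at 30 deg C. Cell growth, read with BacTiter-Glo luminescence, gave the measured signal.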
EPAC2 agonist: agonists of human EPAC2 (RAPGEF4); Q8WZA2; EPAC2 activation, biochemical qHTS; response scale: 100% = 6.5 mM cAMP response; Potency, µM (highest dose often 154 µM), for inactives: top-dose activation, actives largely listed as activators; 360,000 compounds, 0.079% hits; further: potency means the concentration at half of the fitted maximal effect; nearly all actives have a fitted effect of over 50% in size
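Guanine nucleotide exchange by EPAC2 is measured as reduced fluorescence of BODIPY-GDP once it is released from 250 nM Rap1B. Plates are read kinetically for 30 min at room temperature; results are scaled to 6.5 mM cAMP.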
DRD3 agonist: D3 dopamine receptor (human) agonism; P35462; D3R DiscoveRx beta-arrestin cells, luminescence, 90 min; max activation, %; 410,000 compounds, 0.58% hits; AID 652048; in the data active means max activation above about 30%; further: 0% is about no effect; mostly tested at two doses, the higher about 12 µM
Target sequence (P35462 whole entry, looked up): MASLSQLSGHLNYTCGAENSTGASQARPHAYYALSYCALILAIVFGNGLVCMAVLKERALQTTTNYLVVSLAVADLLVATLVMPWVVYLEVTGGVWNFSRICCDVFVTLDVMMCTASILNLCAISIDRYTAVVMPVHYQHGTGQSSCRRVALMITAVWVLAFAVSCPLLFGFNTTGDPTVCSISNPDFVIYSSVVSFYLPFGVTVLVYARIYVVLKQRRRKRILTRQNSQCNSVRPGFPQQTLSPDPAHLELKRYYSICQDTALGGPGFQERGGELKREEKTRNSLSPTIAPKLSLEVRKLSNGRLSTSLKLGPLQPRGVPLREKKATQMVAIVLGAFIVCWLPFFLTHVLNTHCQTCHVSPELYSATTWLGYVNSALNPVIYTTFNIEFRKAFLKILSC
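Agonist mode: compounds and dopamine controls were applied to plated cells for 90 min at 37 degrees C after an overnight attachment at 1500 cells/well. Luminescent read-out followed 30 - 60 minutes at room temperature with DiscoveRx detection reagent.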
EPAC2 antagonist: EPAC2 (human) antagonism | Potency, µM (doses to about 114 µM), for inactives: at the top dose activity, negative = inhibition, actives largely listed as inhibitors | 360,000 compounds, 0.18% hits | AID 720708 | EPAC2 GEF exchange of Rap1B-BODIPY-GDP, fluorescence | Q8WZA2; further: potency means the concentration at half of the fitted maximal effect; on the % scale 0 is the no-effect control and ±100 the full control effect; nearly all actives have a fitted effect of over 45% in size; many of its hits are not listed in these tables
DRD3 antagonist: blocks the human D3 dopamine receptor | P35462 | D3R cells, DiscoveRx beta-arrestin luminescence, antagonist mode; active compounds read low | max response, negative = inhibition, % | 360,000 compounds, 2.5% hits; in the data active means max response below about -50%; inconclusive means no clear call, values can overlap the other calls; further: on the % scale 0 is the no-effect control and ±100 the full control effect; mostly tested at two doses, the higher about 12 µM
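Cells plated overnight at 1500 cells/well, then exposed to library compounds with dopamine controls for 90 minutes at 37 degrees C. DiscoveRx reagent added for 30–60 minutes at room temperature; luminescence read, quantitative HTS format.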
Abeta rescue: A-beta toxicity reversal in yeast; yeast expressing A-beta42, growth rescue, OD600, 48 h; response scale: 0% DMSO, 100% iron-clioquinol control; Potency, µM (highest dose often 46.1 µM), inactives show top-dose growth rescue, most hits filed as activators; 410,000 compounds, 0.063% hits; further: potency means the concentration at half of the fitted maximal effect; nearly all actives have a fitted effect of over 55% in size
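Growth rescue measured by 600 nm absorbance after 48 h yeast culture at 30 C with compound. Values normalized between DMSO and an equimolar ferric chloride plus clioquinol control.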
* hit, by the source's call; ? = inconclusive; · = no result given; [ ] = another dose, or the depositor's remark. Unless noted, the call rests on the fitted dose curve; in most records, active means well fitted curve in the direction sought with a large enough effect; inconclusive means small, poorly fitted or top-dose-only effect, or another doubt; inactive means no such curve, though single readings can be large; an effect the other way counts as inactive or inconclusive. Only part of the results is shown; count on the stated rates, not on these rows.

SMILES	TDP43 rescue	FUS yeast rescue	aSyn yeast inh	EPAC2 agonist	DRD3 agonist	EPAC2 antagonist	DRD3 antagonist	Abeta rescue
COc1ccc(C(=O)Nc2cc(C)c(NC(=O)c3ccccn3)cn2)cc1	-6%	-2%	-8%	2%	0	-6%	3	-9%
CCN(CC)S(=O)(=O)c1cc(C(=O)OCC(=O)Nc2cccc(C)c2C)ccc1F	-15%	·	12%	8%	2	-18%	0	2%
Cc1cccc(NC(=O)c2n[nH]c([N+](=O)[O-])c2Br)c1C	-65%[inhibitor]	6%	-77%[inhibitor]	-9%	15	4%	0	-94%[inhibitor]
CCC1SC2=NC(C)=C(C(=O)OCC(C)C)C(/C=C/c3ccccc3OC)N2C1=O (stereo not given)	-22%	39%	12%	13%	-18	-18%	-1	17%
CCN(CC(=O)Nc1c(F)cccc1F)C(=O)CCc1nc2ccccc2c(=O)[nH]1	-1%	9%	0%	0%	5	-3%	10	-2%
COc1cccc(NC(=S)NCCC(c2ccccc2)c2ccccc2)c1	5%	1%	-7%	10%	-7	0%	0	?
CC1CCN(C(=O)CSc2ccc(-c3ccccc3)nn2)CC1	18µM*	16%	11%	1%	-2	11%	-12	3%
COCC1CCCCN1C(=O)C1CCN(c2nc(-c3ccccc3)nc3c2CCC3)CC1 (stereo not given)	5%	16%	1%	-6%	-1	-22%	32	2%
CC1(C(=O)NCC2CC2)CCN1C(=O)C1(c2ccccc2)CC1 (stereo not given)	0%	-27%	2%	6%	1	10%	11	2%
CC(C)COc1ccc(C(=O)Nc2ccc(NC(=O)c3ccco3)cc2)cc1	-7%	15%	-1%	-6%	-7	2%	2	-3%
COC(=O)[C@@]1(Cc2ccc(F)cc2)[C@H]2c3cc(C(=O)N(C)C)n(Cc4ccccn4)c3C[C@H]2CN1C(=O)c1ccccc1	3%	?	-2%	16%	-27	-15%	-17	2%
O=C(CSc1nc2ccccc2[nH]1)c1cccs1	1%	?	10%	3%	-1	-12%	?	1%
Brc1ccc(OCc2nc(-c3ccccn3)n[nH]2)cc1	16µM*	-15%	?	6%	-5	-1%	-4	-66%[inhibitor]
Cc1ccc2c(CC(=O)Nc3c(C(=O)Nc4cccc(Cl)c4)oc4ccccc34)coc2c1C	25%	-7%	·	·	3	·	·	-5%
Cc1cc(Cl)ccc1OC(C)C(=O)NN1C(=O)c2ccccc2C1=O (stereo not given)	?	-15%	1%	-5%	20	-7%	10	-2%
COc1ccc(C(=O)COC(=O)Cn2c(C)csc2=O)c(OC)c1	16%	17%	2%	4%	2	0%	20	1%
O=C(NCc1ccco1)c1ccccc1NS(=O)(=O)c1cccs1	-25%	13%	1%	11%	-1	-3%	24	2%
Cc1oc(-c2ccccc2)nc1CSc1nnc(C)n2c1cc1sccc12	19%	9%	·	·	-14	·	·	-20%
O=C(c1ccco1)N1CCC(c2nc(-c3ccccc3Cl)no2)CC1	?	24%	1%	10%	9	-2%	12	-2%
O=C(CSc1nc2[nH]ncc2c(=O)[nH]1)Nc1ccc(F)cc1	-15%	12%	0%	1%	5	12%	3	-12%
COc1cc(C(O)c2nc(-c3ccccc3)cs2)ccc1F (stereo not given)	0%	7%	?	25%	3	-19%	-16	22%
Cc1cc(C(=O)NNS(=O)(=O)c2ccc(F)cc2)nn1C(C)(C)C	9%	9%	6%	12%	0	1%	8	-54%[inhibitor]
COc1ccc(OC)c(CNC(=O)COc2cc(=O)n(C)c3ccccc23)c1	-10%	18%	-8%	25%	-10	-2%[57.1 µM]	-11	-8%
CC12CCC(C(=O)N(CSC(=S)N/N=C\c3ccccc3O)C1=O)C2(C)C (stereo not given)	25µM*	29%	?	19%	-13	-6%	59	?
CC(=O)CCSc1nnc(-c2cccc(S(=O)(=O)N3CCOCC3)c2)o1	-13%	-10%	0%	0%	-5	20%	11	11%

The listing continues.
SMILES	TDP43 rescue	FUS yeast rescue	aSyn yeast inh	EPAC2 agonist	DRD3 agonist	EPAC2 antagonist	DRD3 antagonist	Abeta rescue
O=C(CSc1nnc(CN2CCOCC2)n1-c1ccc(Cl)cc1)Nc1cc(Cl)ccc1O	-6%	15%	-5%	8%	-10	-4%	?	2%
CN1CC(=O)N(CC(=O)Nc2ccc(SC(F)F)cc2)C1=O	20%	9%	12%	9%	5	-5%	12	-2%
O=c1c2cc(Br)ccc2nc(-c2cccc(C(F)(F)F)c2)n1O	-30%[inhibitor]	·	-2%	0%	8	-2%	?	-30%[inhibitor]
Cc1cc(C(=O)CN2C(=O)NC(c3ccccc3)(c3ccccc3)C2=O)c(C)n1Cc1ccco1	4%	44%	7%	15%	1	0%	-1	7%
CCc1nnc(NC(=O)CSc2nnc3scc(-c4ccc(C)cc4)n23)s1	-27%	-3%	-6%	-5%	20	-8%	-4	-1%
CCC(C)c1ccc(NC(=O)NCc2cccnc2)cc1 (stereo not given)	4%	10%	2%	0%	2	3%	7	-15%
CC(/C=N/n1c(-c2ccco2)n[nH]c1=S)=C\c1ccco1	3%	22%	-2%	0%	0	-12%	-12	5%
O=C(c1ccc(OC(F)(F)F)cc1)c1ncc[nH]1	24%	-7%	1%	5%	0	7%	16	2%
CCCN1CCC(NC(=S)Nc2ccc([N+](=O)[O-])cc2)CC1	20%	-22%	3%	4%	-2	-4%	-13	5%
CC(Oc1ccccc1F)C(=O)Nc1ccc2ccccc2c1 (stereo not given)	19%	-29%	10%	4%	1	-7%	5	-4%
CCOc1ccc(CCNC(=O)CCc2c(C)nc3c(-c4ccccc4)c(C)nn3c2C)cc1OCC	0%	7%	·	·	15	·	·	-1%
COc1cccc(NC(=O)Cn2nnc(C(=O)Nc3ccccc3)c2N)c1	4%	33%	-1%	6%	1	-6%	-21	11%
Cc1ccc(S(=O)(=O)N(C)c2ccc(OCC(=O)Nc3nc4ccccc4s3)cc2)cc1	-16%	·	0%	1%	-6	-1%	-5	17%
CC(=O)c1cc(C#N)c(SCC(=O)O)nc1C	-7%	11%	-4%	-1%	2	23%	7	-7%
Cc1noc(C(=O)NCc2ccco2)c1Cl	12%	-14%	-3%	7%	4	2%	5	-21%
O=C(CSc1nnnn1C1CCCC1)Nc1ccccc1F	18%	-17%	1%	7%	4	-11%	16	18%
COc1ccc(CN2C(=O)c3ccccc3C2c2nnnn2C(C)C)cc1OC (stereo not given)	20%	-15%	2%	0%	8	7%	18	2%
COC(=O)C1=C(C)NC(C)=C(C(=O)OC)C1C(=O)OCC(=O)c1ccc(Br)cc1	5%	30%	-4%	4%	5	-20%	13	2%
COc1ccc(-c2cc3c(=O)n(CC(=O)NCCCN4CCC(N5CCCCC5)CC4)ncn3n2)cc1	-8%	19%	1%	7%	-4	-7%	-7	-7%
Cc1cc(C)cc(OCC(=O)Nc2ccc(S(=O)(=O)Nc3ccccn3)cc2)c1	19%[9.22 µM]	40%	-1%	13%	0	1%	5	-10%
O=c1/c(=C\c2cccn2-c2ccccc2)sc2nc3ccccc3n12	0%	-12%	2%	-3%	0	5%	9	-7%
COc1ccc2c(c1)C(c1ccc([N+](=O)[O-])cc1)=NNC(c1ccco1)=N2	2%	19%	-21%	8%	4	-3%	-17	12%
Cc1cc2cc3c(cc2nc1SCC(=O)N1CCN(C(=O)c2ccco2)CC1)OCO3	-4%	35%	4%	15%	4	-4%	-14	5%
O=C(Nc1ccccc1)c1ccc(S(=O)(=O)N2CCC(C(=O)O)CC2)cc1	9%	·	-2%	8%	-16	12%	-4	-21%
COc1ccccc1CNC(=O)[C@@H](NC(=O)C1CCN(C(=O)[C@@H]2CCCN2)CC1)C(C)C	11%	-8%	7%	8%	0	-12%	0	-13%

Ordered by number of heavy atoms (low to high): part of the list above
SMILES	TDP43 rescue	FUS yeast rescue	aSyn yeast inh	EPAC2 agonist	DRD3 agonist	EPAC2 antagonist	DRD3 antagonist	Abeta rescue
CCC(C)c1ccc(NC(=O)NCc2cccnc2)cc1 (stereo not given)	4%	10%	2%	0%	2	3%	7	-15%
Cc1cc2cc3c(cc2nc1SCC(=O)N1CCN(C(=O)c2ccco2)CC1)OCO3	-4%	35%	4%	15%	4	-4%	-14	5%
COc1ccc(-c2cc3c(=O)n(CC(=O)NCCCN4CCC(N5CCCCC5)CC4)ncn3n2)cc1	-8%	19%	1%	7%	-4	-7%	-7	-7%

Returning to the listing with the two entries that preceded the break.
SMILES	TDP43 rescue	FUS yeast rescue	aSyn yeast inh	EPAC2 agonist	DRD3 agonist	EPAC2 antagonist	DRD3 antagonist	Abeta rescue
O=C(Nc1ccccc1)c1ccc(S(=O)(=O)N2CCC(C(=O)O)CC2)cc1	9%	·	-2%	8%	-16	12%	-4	-21%
COc1ccccc1CNC(=O)[C@@H](NC(=O)C1CCN(C(=O)[C@@H]2CCCN2)CC1)C(C)C	11%	-8%	7%	8%	0	-12%	0	-13%
O=C(Cc1ccc(-c2ccccc2)cc1)NC(c1ccccc1)c1ccccc1	19%	-9%	10%	13%	3	1%	8	20%
COc1ccc(S(=O)(=O)N(CC(=O)N/N=C/c2ccccc2C(=O)O)c2ccccc2OC)cc1	-9%	15%	0%	5%	7	-2%	-20	11%
CC(=O)Nc1ccc(NC(C)=O)c(NC2OCC(O)C(O)C2O)c1 (stereo not given)	-19%	2%	-3%	0%	-2	7%	2	-12%
O=C(Nc1c2c(nn1-c1ccccc1)CS(=O)(=O)C2)c1ccc2c(c1)OCO2	25%	·	6%	4%	8	12%	5	1%
Cc1ccc(-n2nc(C)c3c(C)c(CCC(=O)Nc4ccc(CN5CCCC5)cc4)c(C)nc32)cc1	-15%	23%	0%	10%	-8	-13%	-25	-22%
O=C(O)c1ccc(CP(=O)(c2ccccc2)c2ccccc2)cc1	12%	-22%	12%	-1%	2	4%	9	5%
CCn1c(C)nc2cc(C(=O)NNC(=S)NC(=O)c3ccc(OC)cc3)ccc21	22%	9%	3%	6%	-3	4%	-3	0%
O=C(NCc1ccccc1Cl)C1CCCN(C(=O)c2cnn(-c3ccccc3)c2-n2cccc2)C1 (stereo not given)	21%	38%	·	·	6	·	·	3%
CCCCCn1c(=O)c2ccccc2n2c(=S)[nH]nc12	11µM*	-11%	9%	-5%	0	1%	-11	-11%
O=C(COC(=O)c1cnccn1)Nc1c(Cl)cc(Cl)cc1Cl	18%	5%	6%	6%	4	1%	9	-2%
Cc1cc(CNC(=O)COc2ccc(F)cc2F)c2ccccc2n1	27%	-3%	3%	4%	8	-4%	8	-8%
COc1ccc(Cc2nnc(SCC(=O)c3ccccc3)o2)cc1	?	10%	4%	9%	8	-2%	-4	36%
